Source: PubChem BioAssay
Abeta yeast res = compounds reversing amyloid beta toxicity in yeast; yeast expressing A-beta42, growth rescue, OD600, 48 h; response scale: 0% DMSO, 100% iron-clioquinol control; Potency, µM (series often up to 46.1 µM), inactives show at the top dose growth rescue, most hits filed as activators; 0.063% of 410,000 active; AID 1347071; further: potency means the concentration at half of the fitted maximal effect; nearly all actives have a fitted effect of over 55% in size
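Yeast growth medium received pinned compounds, then yeast cells expressing toxic A-beta were added; plates incubated at 30 C for 48 hr. Growth read as absorbance at 600 nm, normalized to DMSO and equimolar FeCl3 plus clioquinol controls.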
EPAC2 agonist = EPAC2 (human) agonism; Q8WZA2; EPAC2 activation, biochemical qHTS; response scale: 100% = 6.5 mM cAMP response; 0.079% of 360,000 active; Potency, µM (highest dose often 154 µM), for inactives: top-dose activation, most hits filed as activators; AID 720711; further: potency means the concentration at half of the fitted maximal effect; nearly all actives have a fitted effect of over 50% in size
Target sequence (Q8WZA2 whole entry, looked up): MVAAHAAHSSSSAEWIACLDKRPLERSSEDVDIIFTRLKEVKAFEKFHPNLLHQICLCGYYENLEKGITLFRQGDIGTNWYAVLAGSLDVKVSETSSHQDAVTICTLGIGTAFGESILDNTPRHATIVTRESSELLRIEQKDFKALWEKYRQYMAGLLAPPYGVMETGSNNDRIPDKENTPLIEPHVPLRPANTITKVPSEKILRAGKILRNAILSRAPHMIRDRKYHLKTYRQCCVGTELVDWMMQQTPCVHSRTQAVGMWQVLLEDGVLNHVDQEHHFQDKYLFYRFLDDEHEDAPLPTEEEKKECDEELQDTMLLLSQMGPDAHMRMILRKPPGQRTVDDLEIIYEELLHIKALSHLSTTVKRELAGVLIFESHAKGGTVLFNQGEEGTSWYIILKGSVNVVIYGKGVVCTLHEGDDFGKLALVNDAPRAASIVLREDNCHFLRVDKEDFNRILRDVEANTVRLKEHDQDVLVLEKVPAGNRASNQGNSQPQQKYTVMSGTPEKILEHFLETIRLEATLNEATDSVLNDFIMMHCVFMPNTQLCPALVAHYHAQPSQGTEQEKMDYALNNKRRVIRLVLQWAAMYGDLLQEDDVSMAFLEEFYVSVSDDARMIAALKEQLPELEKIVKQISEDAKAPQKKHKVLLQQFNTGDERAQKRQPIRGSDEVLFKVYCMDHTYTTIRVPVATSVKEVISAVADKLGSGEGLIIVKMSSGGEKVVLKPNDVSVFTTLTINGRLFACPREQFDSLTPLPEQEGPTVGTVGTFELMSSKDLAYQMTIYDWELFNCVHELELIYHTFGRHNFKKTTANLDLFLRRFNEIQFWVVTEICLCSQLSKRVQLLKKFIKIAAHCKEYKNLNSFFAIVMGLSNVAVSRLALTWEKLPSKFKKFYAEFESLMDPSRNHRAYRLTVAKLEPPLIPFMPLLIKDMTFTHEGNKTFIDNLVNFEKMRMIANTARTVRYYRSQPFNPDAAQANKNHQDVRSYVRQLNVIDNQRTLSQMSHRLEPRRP
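qHTS, titration series. 100 nM EPAC2 / 250 nM Rap1B-BODIPY-GDP / 50 uM GDP; RT; ex 480/em 540 nm, 5-min reads to 30 min. Norm. to 6.5 mM cAMP = activation.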
FUS yeast rescue = suppressors of FUS proteinopathy in yeast | 0.24% of 390,000 active | Potency, µM (doses to about 76.6 µM), without a hit: top-dose growth rescue (activation), actives largely listed as activators | S. cerevisiae FUS-expressing, growth rescue, OD600, 24 h;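 further: potency means the concentration at half of the fitted maximal effect; plate controls were DMSO vehicle for no effect and reference control for full effect; nearly all actives have a fitted effect of over 55% in size; some results filed as inactive show a strong effect at the top dose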
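Galactose (2%) drives FUS expression in yeast precultured in raffinose; seeding density OD 0.005. Test compounds incubated 24hr at 30C and 99% humidity before absorbance at 600 nm was measured.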
aSyn yeast inh = rescues yeast growth from alpha-synuclein toxicity; Yeast expressing alpha-synuclein, growth rescue, BacTiter-Glo, 24 h; Potency, µM (series often up to 46.1 µM), without a hit: at the top dose growth rescue (activation), actives largely listed as activators; 0.14% of 370,000 active; further: potency means the concentration at half of the fitted maximal effect; % of control where 0% means no effect; nearly all actives have a fitted effect of over 65% in size
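Screening used galactose-induced yeast with toxic alpha-synuclein levels, exposed to compound for 24 hr at 30 deg C. Cell growth, read with BacTiter-Glo luminescence, gave the measured signal.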
TDP-43 yeast inh = rescues yeast growth from TDP-43 toxicity; TDP-43 expressing yeast growth rescue, BacTiter-Glo, 24 h; Potency, µM (highest dose often 46.1 µM), without a hit: top-dose growth rescue (activation), hits mostly activators; 1.8% of 410,000 active; AID 652104; further: potency means the concentration at half of the fitted maximal effect; % of control where 0% means no effect; nearly all actives have a fitted effect of over 50% in size
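Yeast cells expressing TDP-43 under galactose induction are exposed to compounds for 24 hr at 30 deg C. BacTiter-Glo luminescence measures growth, so protective compounds score as activators.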
D3 ag = agonists of human D3 dopamine receptor | max activation, % | D3R DiscoveRx beta-arrestin cells, luminescence, 90 min | 0.58% of 410,000 active; in the data active means max activation above about 30%; further: 0% is about no effect; mostly tested at two doses, the higher about 12 µM
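Agonist-mode cell screen: cells plated at 1500/well and incubated overnight at 37 °C, then exposed to library compounds for 90 min at 37 °C. Detection reagent was added for 30–60 min at room temperature, and luminescence was read.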
DRD3 antagonist = antagonists of human D3 dopamine receptor. P35462. D3R cells, DiscoveRx beta-arrestin luminescence, antagonist mode; stronger effect = lower value. max response, negative = inhibition, %. 2.5% of 360,000 active; in the data active means max response below about -50%; inconclusive means no clear call, values can overlap the other calls; further: on the % scale 0 is the no-effect control and ±100 the full control effect; mostly tested at two doses, the higher about 12 µM
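Cells expressing the human receptor were seeded at 1500 cells/well, incubated overnight at 37 degrees C in 5% CO2, then exposed to library compounds with dopamine controls for 90 minutes at 37 degrees C before luminescent detection.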
EPAC2 antagonist = blocks human EPAC2 exchange factor; 0.18% of 360,000 active; AID 720708; Q8WZA2; Potency, µM (doses to about 114 µM), inactives show top-dose activity, negative = inhibition, actives largely listed as inhibitors; EPAC2 GEF exchange of Rap1B-BODIPY-GDP, fluorescence; further: potency means the concentration at half of the fitted maximal effect; on the % scale 0 is the no-effect control and ±100 the full control effect; nearly all actives have a fitted effect of over 45% in size; many of its hits are not listed in these tables
The depositor's hits bear a star; ? = inconclusive; / = not tested or not shown; [ ] = remark or other dose. Unless noted, the call rests on the fitted dose curve; in most records, active means well fitted curve in the direction sought with a large enough effect; inconclusive means small, poorly fitted or top-dose-only effect, or another doubt; inactive means no such curve, though single readings can be large; an effect the other way counts as inactive or inconclusive.

SMILES	Abeta yeast res	EPAC2 agonist	FUS yeast rescue	aSyn yeast inh	TDP-43 yeast inh	D3 ag	DRD3 antagonist	EPAC2 antagonist
NS(=O)(=O)c1ccc(CCNC(=O)CCc2nc3ccccc3s2)cc1	-11%	5%	-2%	-3%	-3%	8	-2	4%
CC(C)CCN1CCN(Cc2cccc(C(F)(F)F)c2)CC1CCO (stereo unspecified)	12%	1%	1%	-6%	1%	-19	-112*	-6%
CN1C=CC=C/C1=C1\SC(=S)N(Cc2ccccc2)C1=O	-3%	-2%	-12%	3%	11%	-6	?	-8%
O=C1N=C2SCCN2/C1=C\c1ccc(Cl)cc1	-16%	6%	50%	2%	-6%	-8	?	-12%
O=C(Nc1ccc(N2CCCC2=O)cc1)c1cccc(F)c1	0%	10%	6%	-8%	-17%	-6	-28	6%
Cc1cc(C(=O)COC(=O)c2cnccn2)c(C)n1-c1ccc(Br)cc1	4%	-3%	26%	15%	-1%	6	4	2%
CCOC(=O)C(=O)N1CCN(c2cc3c(cc2[N+](=O)[O-])n(C)c(=O)n3C)CC1	12%	5%	1%	1%	8%	-2	2	-2%
CCOc1ccc(CNc2nc3ccccc3n2CCN2CCOCC2)cc1	-2%	8%	-8%	17%	-5%	-15	-9	1%
O=C(OCC(=O)N1CCCC1)c1cc2c(cc1[N+](=O)[O-])OCCO2	-4%	5%	-25%	-3%	0%	-7	-2	1%
CCCCn1nnnc1C1(C)CCC(=O)N1Cc1ccc(C)cc1 (stereo unspecified)	-7%	5%	-5%	3%	0%	8	0	-7%
CCOC(=O)c1sc(NC(=O)C2CC=CCC2C(=O)O)nc1C (stereo unspecified)	3%	10%	-4%	6%	-12%	9	28	-2%
COc1ccc(C2c3c(C)nn(-c4ccccc4)c3NC(=O)N2c2ccccc2)cc1 (stereo unspecified)	14%	-2%	7%	-1%	-7%[9.22 µM]	-6	1	-9%
CC(C)(C)C(=O)NC1CC2CCCC(C1)N2C(=O)Nc1ccc(Cl)cc1 (stereo unspecified)	-2%	6%	-1%	8%	3%	6	16	9%
CCOC(=O)[C@H]1[C@H]2COc3ccc(Br)cc3[C@@H]2N2C(=O)c3ccc(Cl)cc3NC(=O)[C@@]12C	-5%	15%	-8%	-3%	9%	-27	-75*	5%
Cc1cc(C)c(S(=O)(=O)NC(CC(=O)O)c2cccc([N+](=O)[O-])c2)c(C)c1 (stereo unspecified)	-4%	10%	6%	-2%	-27%	-7	-27	-4%
CCOC(=O)N1CCC(n2c(SCC(=O)Nc3ccccc3OC)nc3ccccc3c2=O)CC1	12%	3%	14%	3%	6%	3	15	-3%
O=C(c1ccc2c(c1)CCN2S(=O)(=O)c1ccccc1)N1CCN(c2cccc(Cl)c2)CC1	9%	/	?	/	14%	17	/	/
CN(c1ccc(O)cc1)c1nc(-c2cccnc2)cs1	-18%	4%	-4%	-12%	21%	3	-9	-9%
Cc1nnc(NC(=O)c2ccc(Br)cc2)s1	5%	-1%	15%	1%	10%	-3	6	5%
COC(C[C@H]1O[C@H]1[C@H](O)COCc1ccccc1)OC	-3%	-3%	-21%	-3%	9%	4	18	5%
Cc1cccc(-n2nnc(-c3nc(-c4ccccc4)no3)c2N)c1C	-13%	/	0%	/	8%	-6	/	/
COc1ccccc1CC(=O)N1CCN(c2ccccc2)CC1	1%	16%	-12%	1%	10%	-5	-12	-6%
CCC1=C(OC(=O)N(CC)CC)N2C(=O)OC(=NCC(=O)OC)[C@]2(Cc2ccccc2)[C@H]2C1=CC[C@H]1C(=O)NC(=O)[C@H]12	-14%	5%	14%	3%	15%	-31	-4	15%
CCOCCc1nnc(NC(=O)C(=O)c2cc(C)n(-c3ccc(C)cc3C)c2C)s1	-11%	/	?	/	18%	0	/	/
COc1ccc(CN(Cc2cccn2C)S(=O)(=O)c2cccc(C(F)(F)F)c2)cc1	6%	0%	14%	17%	0%	6	14	-20%

Next section; the last four above are carried over.
SMILES	Abeta yeast res	EPAC2 agonist	FUS yeast rescue	aSyn yeast inh	TDP-43 yeast inh	D3 ag	DRD3 antagonist	EPAC2 antagonist
COc1ccccc1CC(=O)N1CCN(c2ccccc2)CC1	1%	16%	-12%	1%	10%	-5	-12	-6%
CCC1=C(OC(=O)N(CC)CC)N2C(=O)OC(=NCC(=O)OC)[C@]2(Cc2ccccc2)[C@H]2C1=CC[C@H]1C(=O)NC(=O)[C@H]12	-14%	5%	14%	3%	15%	-31	-4	15%
CCOCCc1nnc(NC(=O)C(=O)c2cc(C)n(-c3ccc(C)cc3C)c2C)s1	-11%	/	?	/	18%	0	/	/
COc1ccc(CN(Cc2cccn2C)S(=O)(=O)c2cccc(C(F)(F)F)c2)cc1	6%	0%	14%	17%	0%	6	14	-20%
O=C(CSCc1cccc(Br)c1)N=Nc1c(O)[nH]c2ccccc12	7%	21%	34%	-6%	22µM*	-4	12	-13%
CCOc1cc(/C=N/n2cnnc2)c(Br)cc1O	-6%	5%	4%	-5%	-10%	6	15	0%
Cc1ccc2[nH]c(=O)c(CN(CC3CCCO3)S(=O)(=O)c3cccc4nsnc34)cc2c1 (stereo unspecified)	10%	12%	-2%	1%	-20%	11	16	6%
CCOC(=O)c1nnc2cc(C)nn2c1C	3%	6%	-2%	-8%	8%	10	?	-5%
COc1ccc(-c2c(C)c3ccc(O)c(CN4CCCCC4C)c3oc2=O)cc1OC (stereo unspecified)	-3%	/	-12%	/	26%[9.22 µM]	-20	/	/
COc1cccc(NC(=O)NCc2ccc3c(c2)CCN3C(=O)c2ccccc2)c1	-4%	/	19%	/	3%	4	/	/
COc1ccccc1-c1oc2ccccc2c1C#CCCCCO	?	4%	?	16%	?	-20	-6	-24%
CCCCCCNC(=O)c1cccc(-c2ccc(C)c3ccccc23)n1	0%	5%	24%	19%	5%	-17	0	-9%
COc1ccc(CCNC(=O)C(=O)NCCOc2ccccc2Cl)cc1OC	2%	5%	1%	-2%	10%	0	-6	6%
O=C(CCN1C(=O)/C(=C/c2cccs2)SC1=S)Nc1cccc(C(=O)O)c1	5%	-6%	9%	2%	-6%	-5	-8	-22%
S=C(NCc1ccccc1)NCc1ccc2c(c1)OCO2	6%	12%	7%	4%	4%	-18	4	-5%
Cc1ccccc1C1CC(c2cccs2)=NN1S(C)(=O)=O (stereo unspecified)	-3%	-2%	16%	-3%	-27%[9.22 µM]	-18	-7	-12%
CC(C)(C)C(=O)Nc1ccc(Cc2ccncc2)cc1	-15%	-2%	-15%	-1%	-12%	9	0	1%
Cc1nc2nc(NC(=O)c3ccco3)[nH]n2c(=O)c1C	-8%	7%	-17%	0%	15%	1	0	-8%
O=C(COC(=O)c1cccc(S(=O)(=O)N2CCCC2)c1)NCc1ccccc1	-11%	-2%	8%	3%	-17%	-3	3	6%
O=C(COC(=O)c1ccc(CSc2ccc(Cl)cc2)cc1)Nc1ccccc1	-6%	12%	/	-4%	11%	-8	0	-9%
COc1ccc(-c2csc(-c3ccc(O)cc3)n2)cc1	2%	3%	-6%	-4%	?	6	8	-7%
CCC1(C)Cc2c(sc3[nH]c(=S)[nH]c(=S)c23)CO1 (stereo unspecified)	-7%	7%	3%	-10%	24%	-2	0	-5%
CCOC(=O)C1=C(C)NC(=O)CC1c1ccccc1 (stereo unspecified)	1%	-7%	-4%	-9%	-12%	-1	18	1%
CCCC1(c2ccccc2)NC(=O)N(CC(=O)Nc2cc(C)on2)C1=O (stereo unspecified)	-7%	1%	-28%	15%	-9%	1	5	15%
CCCC(C(=O)NC1CCCC1)N(CC1CCCO1)C(=O)c1snc(C(N)=O)c1N (stereo unspecified)	6%	6%	16%	1%	-7%	-1	23	-2%
CN1C[C@@H]2[C@@H]3C(=O)N(C)C(=O)[C@@H]3[C@](C)(C1=O)N2C(=O)c1ccc(Cl)c(Cl)c1	-4%	15%	-12%	-6%	-21%	-21	?	17%
COC(=O)c1nnn(-c2nonc2N)c1CSCCO	2%	14%	-11%	-1%	-1%	-7	-11	0%
Cc1ccc(NC(=O)C2CCCN(S(=O)(=O)c3ccc4[nH]c(=O)ccc4c3)C2)nc1 (stereo unspecified)	3%	5%	-4%	6%	1%	0	15	1%
CC(C(=O)N1CCc2ccccc21)N1CCN(c2cccc(C(F)(F)F)c2)CC1 (stereo unspecified)	5%	0%	16%	4%	9%	-7	1	-13%
CC(C)NC(=O)Cn1ccc2cc(S(=O)(=O)N3CCCCCC3)ccc21	-6%	/	-3%	/	7%	1	/	/
O=C(CCc1nc(-c2cccs2)no1)Nc1cccc([N+](=O)[O-])c1	1%	/	-4%	/	?	5	/	/
COCCNC(=O)C1(C)CCN(C(=O)c2cc(-c3ccccc3)cs2)C1 (stereo unspecified)	4%	6%	-2%	-7%	15%	11	13	-9%

6 compounds drawn at random from those above:
SMILES	Abeta yeast res	EPAC2 agonist	FUS yeast rescue	aSyn yeast inh	TDP-43 yeast inh	D3 ag	DRD3 antagonist	EPAC2 antagonist
O=C(CCc1nc(-c2cccs2)no1)Nc1cccc([N+](=O)[O-])c1	1%	/	-4%	/	?	5	/	/
COC(=O)c1nnn(-c2nonc2N)c1CSCCO	2%	14%	-11%	-1%	-1%	-7	-11	0%
Cc1ccccc1C1CC(c2cccs2)=NN1S(C)(=O)=O (stereo unspecified)	-3%	-2%	16%	-3%	-27%[9.22 µM]	-18	-7	-12%
CC(C)(C)C(=O)Nc1ccc(Cc2ccncc2)cc1	-15%	-2%	-15%	-1%	-12%	9	0	1%
CCOc1cc(/C=N/n2cnnc2)c(Br)cc1O	-6%	5%	4%	-5%	-10%	6	15	0%
CCCCCCNC(=O)c1cccc(-c2ccc(C)c3ccccc23)n1	0%	5%	24%	19%	5%	-17	0	-9%

An excerpt (hit frequency here may not be typical).
